Source: PubChem
BioA inh – inhibitors of Mycobacterium tuberculosis BioA enzyme | purified M. tuberculosis BioA enzyme, plate reader | inhibition, % at 9.99 µM | 0.096% of 360,000 active | AID 602481; in the data active means inhibition above about 40%; inconclusive means no clear call, values can overlap the other calls
FadD28 binding – M. tuberculosis FadD28 bisubstrate binding inhibition; 0.22% of 360,000 active; inhibition, % at 12.5 µM; FadD28 bisubstrate probe binding, fluorescence polarization; in the data active means inhibition above about 8.5%, passing the limit was not always enough; inconclusive means no clear call, values can overlap the other calls
Mtb FBA inh – Mtb fructose-bisphosphate aldolase inhibition. inhibition, % at 1 µM. 2.3% of 360,000 active. AID 588726. purified M. tuberculosis FBA, fluorescence read-out. P9WQA3; in the data active means inhibition above about 27%;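 further: 0% = vehicle and 100% = reference inhibitor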
Target sequence (P9WQA3 whole entry, looked up): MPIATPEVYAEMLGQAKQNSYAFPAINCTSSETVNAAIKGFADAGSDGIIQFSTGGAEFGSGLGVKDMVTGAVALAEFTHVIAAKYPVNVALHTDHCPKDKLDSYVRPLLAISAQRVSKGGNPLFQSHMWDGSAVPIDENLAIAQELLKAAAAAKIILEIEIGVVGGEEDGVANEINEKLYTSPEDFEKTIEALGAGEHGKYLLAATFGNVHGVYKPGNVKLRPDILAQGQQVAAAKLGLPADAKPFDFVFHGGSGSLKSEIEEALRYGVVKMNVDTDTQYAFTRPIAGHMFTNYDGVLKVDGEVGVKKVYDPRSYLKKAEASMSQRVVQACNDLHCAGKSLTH
DUSP3 inh – DUSP3 (human) phosphatase inhibition | inhibition, % at 13.3 µM | recombinant VHR phosphatase, pNPP absorbance | 0.52% of 290,000 active | P51452 | AID 1654; in the data active means inhibition above about 50%; further: some compounds called inactive have numbers as strong as hits
Target sequence (P51452 whole entry, looked up): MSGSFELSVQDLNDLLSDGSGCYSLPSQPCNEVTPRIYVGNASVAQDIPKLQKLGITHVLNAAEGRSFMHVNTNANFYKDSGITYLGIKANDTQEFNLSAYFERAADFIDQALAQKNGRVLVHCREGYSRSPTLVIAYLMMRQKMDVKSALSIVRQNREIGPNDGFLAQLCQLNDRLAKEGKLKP
MazEF act – increases E. coli MazEF RNase cleavage of RNA | P0AE70 | FAM/BHQ RNA-DNA oligo cleavage fluorescence, 5 h | activation, % at 20 µM | 0.32% of 350,000 active | AID 504720; in the data active means activation above about 50%
Target sequence (P0AE70 whole entry, looked up): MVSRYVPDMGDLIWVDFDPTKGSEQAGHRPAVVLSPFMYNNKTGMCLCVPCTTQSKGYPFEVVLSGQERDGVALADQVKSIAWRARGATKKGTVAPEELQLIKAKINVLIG
Rv3671c protease – Rv3671c (M. tuberculosis) protease inhibition. P9WHR9. inhibition, % at 5.96 µM. 0.048% of 320,000 active; in the data active means inhibition above about 38%;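 further: extracellular domain of Rv3671c used as enzyme; 0% = enzyme with DMSO and 100% = no enzyme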
GDH-TPI inh – GDH-TPI coupled enzyme inhibition counter-screen; GDH-TPI coupled enzyme counterscreen, NADH absorbance; inhibition, % at 4.8 µM; 1.2% of 360,000 active; AID 588335;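 further: 0% = DMSO wells and 100% = wells lacking the enzyme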
BoNT F protease – inhibitors of Botulinum neurotoxin F light chain protease; Multiplex microsphere protease cleavage assay, flow cytometry; inhibition, % at 10 µM; 0.22% of 360,000 active; AID 588497; in the data active means inhibition above about 35%, passing the limit was not always enough; inconclusive means no clear call, values can overlap the other calls; further: plate controls were buffer without enzyme for full effect and enzyme alone for no effect
CCHF vOTU inh – CCHFV vOTU protease inhibition; AID 651958; inhibition, % at 11.5 µM; 0.55% of 370,000 active; Pep-AMC fluorescence; further: 0% = vehicle wells with enzyme and 100% = no enzyme wells
UGM FP inh – Mtb UDP-galactopyranose mutase inhibition. purified UGM, fluorescence polarization probe displacement. inhibition, % at 10 µM. 0.06% of 320,000 active; in the data active means inhibition above about 10%, passing the limit was not always enough; inconclusive means no clear call, values can overlap the other calls
Target sequence (P9WIQ1 whole entry, looked up): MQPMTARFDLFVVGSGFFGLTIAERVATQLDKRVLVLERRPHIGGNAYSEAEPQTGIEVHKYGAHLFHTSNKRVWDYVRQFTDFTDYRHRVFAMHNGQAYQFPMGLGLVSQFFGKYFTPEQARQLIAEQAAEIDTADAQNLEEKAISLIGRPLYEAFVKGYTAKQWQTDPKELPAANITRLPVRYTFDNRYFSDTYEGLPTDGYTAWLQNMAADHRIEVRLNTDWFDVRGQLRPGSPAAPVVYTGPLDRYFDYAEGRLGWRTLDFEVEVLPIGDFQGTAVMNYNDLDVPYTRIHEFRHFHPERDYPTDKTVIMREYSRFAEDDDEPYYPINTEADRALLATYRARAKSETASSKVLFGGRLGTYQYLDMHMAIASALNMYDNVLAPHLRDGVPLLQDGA
* hit, by the source's call; ? = inconclusive; / = not tested or not shown. Unless noted, no stated cut-off is given here; in the data, active means inhibition above about 30%; inactive means the rest.

SMILES	BioA inh	FadD28 binding	Mtb FBA inh	DUSP3 inh	MazEF act	Rv3671c protease	GDH-TPI inh	BoNT F protease	CCHF vOTU inh	UGM FP inh
COc1ccc(N2CCN(C(=O)c3ccc(Br)o3)CC2)cc1	4.0	0.1	2.5	14.5	1.3	-5.2	0.3	-6.5	4.8	1.9
Cc1ccc(C(=O)/C=C/c2c[nH]c3ccccc23)cc1	-3.0	-4.2	1.1	16.5	-7.3	4.2	13.0	3.0	9.3	-0.9
Cn1c(C(=O)O)c(C=O)c2ccccc21	-2.0	-0.8	-1.2	10.8	4.2	0.2	-2.2	-1.9	5.2	-1.3
NNc1nccc(Nc2ccccc2C(=O)O)n1	-0.5	-0.3	-2.4	32.8	-2.8	11.9	13.2	-3.6	13.8	-0.9
Cc1cc(C(=O)O)c2ccccc2n1	1.1	2.9	2.9	7.6	-0.7	11.6	-3.3	-26.4	0.5	0.5
CN(c1cccc(NC(=O)CN(c2cccc(Cl)c2)S(=O)(=O)c2ccc(Cl)cc2)c1)S(C)(=O)=O	-1.3	-0.8	2.0	7.4	4.8	-33.6	6.2	-2.8	5.0	-2.0
Cn1c(SCC(=O)N2CCCC2)nnc1-c1cccs1	1.8	-3.8	-2.0	21.4	-32.4	-6.2	-9.6	-28.4	15.3	-0.1
CCN(CC)S(=O)(=O)c1cccc(C(=O)N/N=C(\C)c2ccc(O)cc2O)c1	/	0.4	1.9	25.9	-277.4	17.4	9.3	-1.9	-0.9	-0.4
COC(=O)C(NS(=O)(=O)c1ccc(NC(C)=O)cc1)C(C)C (stereo not drawn)	0.4	-0.4	0.8	35.3	-6.2	-1.5	0.7	-5.1	-3.4	-1.6
Cc1cccc(NC(=O)CSCC(=O)N(C)CC(=O)Nc2cccc(F)c2)c1	1.9	-0.3	0.6	/	1.1	1.6	-16.5	4.8	-1.6	-2.8
CC(NC(=O)CCCN1C(=O)c2ccccc2C1=O)c1ccc2c(c1)CCCC2 (stereo not drawn)	-1.2	-4.3	0.8	10.4	-0.6	-17.0	2.9	-2.8	4.7	2.2
Cc1ccc(C)c(S(=O)(=O)N2CCN(CC(=O)NC(C)c3ccccc3)CC2)c1 (stereo not drawn)	-0.2	-3.2	-1.1	/	10.6	-15.7	6.4	3.2	1.3	2.2
O=C(CSc1ccccc1)N1CCC(N2CCC(C(=O)N3CCCC3)CC2)CC1	/	-1.7	0.4	44.3	-2.7	-7.2	0.0	-7.2	-13.3	1.0
S=C(Nc1ccc(Cl)cc1)N1CCN(C2CCCCC2)CC1	-3.5	-1.8	1.0	15.4	-4.5	4.7	2.5	0.5	-13.7	0.8
CCN1C(=O)c2ccccc2S(=O)(=O)c2ccc(C(=O)N3CCOCC3)cc21	-1.1	2.0	2.6	17.0	8.4	1.3	7.5	-4.6	-1.5	-1.9
Cc1ccc(S(=O)(=O)N2CCOCC2)cc1NC(=O)CSc1nnc(N)s1	0.9	1.4	1.6	16.7	13.5	-1.6	0.6	-1.4	-4.4	/
CCn1c(SCC(=O)Nc2nncs2)nnc1-c1ccco1	/	1.2	8.9	17.1	11.5	2.2	3.7	-4.9	11.5	3.9
COc1ccccc1C(=O)Nc1ccnn1C1CCN(C/C=C/c2ccccc2)CC1	8.1	-3.5	-2.9	-11.2	2.6	5.0	-4.8	2.8	14.9	-0.5
CCc1csc(CNC(=O)C2CCC(=O)N(Cc3cccc(OC)c3)C2)n1 (stereo not drawn)	0.2	-2.1	-1.4	/	3.4	/	0.0	-4.3	-11.3	/
O=C(Nc1ccccc1N1CCCC1)C1CCN(S(=O)(=O)c2ccccc2C(F)(F)F)CC1	-1.8	-4.1	0.4	/	1.3	8.7	5.3	/	-8.0	/
COC(=O)c1c(NC(=O)CS(=O)(=O)c2ccccc2)sc(C)c1C	/	-1.4	1.6	/	-10.8	-4.1	9.2	3.7	8.3	/
Cc1ccc(NS(=O)(=O)c2ccc(-n3cccn3)cc2)cc1C	-0.7	1.3	4.3	-13.6	2.2	-8.6	12.2	0.0	3.0	0.0
C[C@H](NS(=O)(=O)c1ccccc1F)C(=O)OCC(=O)Nc1ccc2c(c1)OCCO2	4.4	-1.8	-0.9	/	4.8	-1.3	-13.4	-6.7	-1.4	1.8
O=C(NNC1=Nc2ccccc2SC1)c1cccc([N+](=O)[O-])c1	0.2	-4.2	0.6	-6.7	3.9	7.2	-0.7	/	-6.2	-5.0
Cc1cccnc1NC(=O)C1CC(=O)N(c2ccc3c(c2)OCCO3)C1 (stereo not drawn)	0.6	1.6	-0.9	/	6.4	6.4	-0.3	-1.4	2.5	-0.2

Reformatted: entries from further up
molecule | BioA inh | FadD28 binding | Mtb FBA inh | DUSP3 inh | MazEF act | Rv3671c protease | GDH-TPI inh | BoNT F protease | CCHF vOTU inh | UGM FP inh
COc1ccc(N2CCN(C(=O)c3ccc(Br)o3)CC2)cc1 | 4.0 | 0.1 | 2.5 | 14.5 | 1.3 | -5.2 | 0.3 | -6.5 | 4.8 | 1.9
Cc1ccc(C(=O)/C=C/c2c[nH]c3ccccc23)cc1 | -3.0 | -4.2 | 1.1 | 16.5 | -7.3 | 4.2 | 13.0 | 3.0 | 9.3 | -0.9
Cn1c(C(=O)O)c(C=O)c2ccccc21 | -2.0 | -0.8 | -1.2 | 10.8 | 4.2 | 0.2 | -2.2 | -1.9 | 5.2 | -1.3
NNc1nccc(Nc2ccccc2C(=O)O)n1 | -0.5 | -0.3 | -2.4 | 32.8 | -2.8 | 11.9 | 13.2 | -3.6 | 13.8 | -0.9
Cc1cc(C(=O)O)c2ccccc2n1 | 1.1 | 2.9 | 2.9 | 7.6 | -0.7 | 11.6 | -3.3 | -26.4 | 0.5 | 0.5
CN(c1cccc(NC(=O)CN(c2cccc(Cl)c2)S(=O)(=O)c2ccc(Cl)cc2)c1)S(C)(=O)=O | -1.3 | -0.8 | 2.0 | 7.4 | 4.8 | -33.6 | 6.2 | -2.8 | 5.0 | -2.0
Cn1c(SCC(=O)N2CCCC2)nnc1-c1cccs1 | 1.8 | -3.8 | -2.0 | 21.4 | -32.4 | -6.2 | -9.6 | -28.4 | 15.3 | -0.1
CCN(CC)S(=O)(=O)c1cccc(C(=O)N/N=C(\C)c2ccc(O)cc2O)c1 | / | 0.4 | 1.9 | 25.9 | -277.4 | 17.4 | 9.3 | -1.9 | -0.9 | -0.4
COC(=O)C(NS(=O)(=O)c1ccc(NC(C)=O)cc1)C(C)C (stereo not drawn) | 0.4 | -0.4 | 0.8 | 35.3 | -6.2 | -1.5 | 0.7 | -5.1 | -3.4 | -1.6

(list continues)
SMILES	BioA inh	FadD28 binding	Mtb FBA inh	DUSP3 inh	MazEF act	Rv3671c protease	GDH-TPI inh	BoNT F protease	CCHF vOTU inh	UGM FP inh
COc1cc(C2SC(C)C(=O)N2CCc2ccccc2)cc(OC)c1OC (stereo not drawn)	/	-3.9	-4.5	18.4	-2.2	-4.9	-2.6	-0.4	-1.9	1.7
Cc1ccc(Nc2ncc3c(n2)CC(C)CC3=O)c(C)c1 (stereo not drawn)	0.9	-1.7	2.0	-4.3	2.0	-0.5	9.2	28.6	-10.1	1.0
CCC(C)Sc1cccc(-c2nc3cnccn3c2NC2CCCCC2)c1 (stereo not drawn)	0.4	-5.5	26.4	/	-37.2	8.5	-4.9	-8.6	13.3	/
CCO[C@H]1OC(C(=O)NCc2nc3ccccc3[nH]2)=C[C@@H](c2ccc(C(F)(F)F)cc2)[C@@H]1CCCO	-1.9	-3.1	4.7	12.0	6.1	-15.2	12.8	-8.8	11.5	-2.1
CCOc1cc(/C=N/Nc2nc(-c3cccs3)c(NC(C)=O)s2)ccc1O	/	-2.3	5.2	-4.0	18.6	9.2	27.1	-0.8	24.5	0.3
Cc1ccc(NC(=S)NN(C)c2nc(C)cnc2C)cc1	/	-1.6	-1.7	5.0	3.4	3.1	8.5	-11.1	-2.2	-1.7
CC(C)(C)c1ccc(CC(=O)N2CCC2(C)C(=O)NS(=O)(=O)c2cccc(Cl)c2)cc1 (stereo not drawn)	-0.4	-2.5	-0.4	/	/	/	8.0	-3.0	3.9	/
CNc1nnc(CSc2nc(C)cc(C)n2)s1	3.8	-1.1	3.9	2.6	-2.6	6.1	6.8	4.5	4.4	-0.8
Cc1ccc(CC(=O)NCc2ccc(F)cc2)cc1	/	-0.2	-2.2	4.5	2.6	3.3	0.9	-2.6	-4.0	-2.3
CC1(C)Cc2c(sc3c2C(=O)N(c2ccccc2)C2=NCCCN23)CO1	1.9	-2.9	4.6	4.4	8.6	-6.4	0.3	6.5	-12.0	-1.6
CC(O)c1cccc(NC(=O)CCCc2ccccc2)c1 (stereo not drawn)	-1.5	-1.1	-4.8	11.1	6.1	-8.2	-0.9	3.5	-8.4	1.2
O=C(CCCN1CCC(NC(=O)c2ccccc2)CC1)c1ccc(Cl)cc1	0.2	-3.1	0.9	35.9	7.3	1.8	-10.0	-10.1	-13.1	0.9
O=C(c1ccccc1)N1CCN(CC#Cc2ccccc2)CC1	-0.7	0.3	4.9	15.3	-11.4	-5.3	5.8	-40.2	7.2	3.4
O=C(Nc1ccc(Br)cc1)C(c1ccccc1)c1ccccc1	0.6	-2.1	5.1	21.1	-5.1	-7.3	28.4	3.6	6.6	1.7
Cc1c(C)c2ccc(OCC(=O)Nc3nccs3)cc2oc1=O	2.9	-0.2	65.4*	12.5	-6.4	-5.6	16.7	-2.1	-17.2	-1.1
O=C1CN(C(=O)COc2ccc(Cl)cc2Cl)c2ccccc2N1	-1.2	-3.4	-0.8	-34.7	8.3	0.6	-6.6	-10.4	-3.7	1.3
Cc1ccc(C(=O)N2CC(=O)Nc3ccc(C)cc3C2c2ccccc2)cc1 (stereo not drawn)	-0.5	-0.8	5.3	-3.8	8.6	/	3.4	-1.1	-11.5	/
Cc1ccc([N+](=O)[O-])c(OCCN2CCCCCC2)c1	/	-3.5	-4.0	1.5	9.4	4.3	-0.4	-6.8	-0.1	-1.3
CC1Oc2ccccc2N(CC(=O)c2ccc(F)cc2)C1=O (stereo not drawn)	/	-0.9	0.4	15.2	1.3	-3.5	-4.8	-12.0	10.0	-0.4
COC(=O)[C@H](Cc1ccccc1)NC(=O)N1CCCCC1	-0.5	-3.8	-1.2	-15.6	7.1	4.2	8.8	?	-3.3	-2.2
O=C(COc1ccccc1)NC1CCCN(Cc2ccccc2F)C1 (stereo not drawn)	0.8	0.1	-2.2	20.9	-6.2	-1.8	2.6	-9.1	-2.1	2.2
COC1C(=O)CCC2(CO2)C1(O)C1(C)OC1CC=C(C)C (stereo not drawn)	-0.8	-1.2	0.5	/	/	/	-2.1	-6.4	-1.2	/
CCC(=O)c1ccc(N2CCN(C(=O)COc3ccc(F)cc3)CC2)c(F)c1	0.0	1.2	3.2	2.7	3.9	0.8	19.1	7.3	4.4	-0.8
CC(=O)N/C(=C\c1ccccc1)C(=O)OCC(=O)NC(=O)c1ccccc1	/	1.0	2.7	/	-0.9	2.8	9.2	?	-14.8	-0.6
CCOC(=O)Nc1ccc2c(c1)C(=NNC(=S)NC)c1ccccc1-2	-0.7	-7.6	-5.1	/	-0.7	/	23.9	0.0	8.3	/
Fc1cc2nccnc2cc1N1CCSCC1	0.4	-3.6	-0.3	9.6	1.5	-1.2	12.1	7.7	3.5	-0.5
CCCCOC(=O)n1c(SCC(=O)N(CC)CC)nc2ccccc21	/	-2.9	1.3	-9.5	0.0	1.3	-5.0	-6.7	11.5	0.7
CC1=C(C(=O)Nc2ccccc2)C(c2ccc(C)o2)n2c(s/c(=C\c3ccco3)c2=O)=N1 (stereo not drawn)	-1.6	-4.4	-4.4	14.2	5.8	/	15.1	?	17.7	/
COc1ccc(C(=O)Nc2ccc(C)cc2C(=O)c2ccccc2)cc1	/	-0.3	0.1	19.2	6.6	-7.2	-0.7	-6.9	-5.1	-1.7
CC(C)C(NC(=O)c1c(F)cccc1F)C(=O)N1CCN(c2ccccc2F)CC1 (stereo not drawn)	-0.3	-1.2	-3.6	-3.8	10.0	8.9	14.9	-17.7	6.3	-0.8
